TexasRed fluor = alters Texas Red total fluorescence, flagging assay interference; TRb/SRC2 Texas Red total fluorescence interference; Potency, µM (series often up to 106 µM), for the others: top-dose fluorescence change, negative = quenching; 0.29% of 280,000 active; AID 1479; active = well fitted curve in either direction with a large enough effect; inconclusive = small, poorly fitted or top-dose-only effect
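Human TRβ ligand-binding domain (0.6 uM) and Texas Red SRC2 peptide (20 nM) in Tris buffer with 1 uM T3 and 5% DMSO were incubated with pinned compound for 5 hr at ambient temperature. Total fluorescence was computed as S + 2P (555/632 nm).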
KDM4E inh = blocks human JMJD2E demethylase activity; B2RXH2; JMJD2E catalytic domain, FDH-coupled NADH fluorescence (FDH is formaldehyde dehydrogenase); Potency, µM (series often up to 57.1 µM), without a hit: top-dose activity change, negative = inhibition, usual class: inhibitors; 1.6% of 230,000 active; active = well fitted inhibition curve with a large enough effect, not every such curve was filed as active; inconclusive = small, poorly fitted or top-dose-only effect, or another doubt; inactive = no such curve, though single readings can be large or run the other way;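 note: 0% = wells with enzyme and -100% = buffer wells without enzyme; nearly all actives have a fitted effect of over 50% in size; many of its hits are not listed in these tables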
RGS12 GoLoco inh = inhibitors of human Gai1-RGS12 GoLoco interaction (red fluorophore). Potency, µM (highest dose often 61.6 µM), without a hit: at the highest dose activity, negative = inhibition, hits mostly inhibitors. Gai1:RGS12 GoLoco peptide FP, rhodamine, 10 min. 0.44% of 230,000 active. P63096; active = well fitted inhibition curve with a large enough effect, not every such curve was filed as active; inactive = no such curve, though single readings can be large or run the other way; note: nearly all actives have a fitted effect of over 30% in size; many of its hits are not listed in these tables
RECQ1 inh = RECQ1 (human) helicase inhibition; P46063; RECQ1 DNA unwinding, red fluorescence kinetic read; Potency, µM (highest dose often 57.3 µM), for the others: top-dose activity, negative = inhibition, actives largely listed as inhibitors; 0.54% of 240,000 active; AID 2549;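 note: plate controls were vehicle for no effect and no enzyme for full effect; nearly all actives have a fitted effect of over 30% in size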
Target sequence (P46063 whole entry, looked up): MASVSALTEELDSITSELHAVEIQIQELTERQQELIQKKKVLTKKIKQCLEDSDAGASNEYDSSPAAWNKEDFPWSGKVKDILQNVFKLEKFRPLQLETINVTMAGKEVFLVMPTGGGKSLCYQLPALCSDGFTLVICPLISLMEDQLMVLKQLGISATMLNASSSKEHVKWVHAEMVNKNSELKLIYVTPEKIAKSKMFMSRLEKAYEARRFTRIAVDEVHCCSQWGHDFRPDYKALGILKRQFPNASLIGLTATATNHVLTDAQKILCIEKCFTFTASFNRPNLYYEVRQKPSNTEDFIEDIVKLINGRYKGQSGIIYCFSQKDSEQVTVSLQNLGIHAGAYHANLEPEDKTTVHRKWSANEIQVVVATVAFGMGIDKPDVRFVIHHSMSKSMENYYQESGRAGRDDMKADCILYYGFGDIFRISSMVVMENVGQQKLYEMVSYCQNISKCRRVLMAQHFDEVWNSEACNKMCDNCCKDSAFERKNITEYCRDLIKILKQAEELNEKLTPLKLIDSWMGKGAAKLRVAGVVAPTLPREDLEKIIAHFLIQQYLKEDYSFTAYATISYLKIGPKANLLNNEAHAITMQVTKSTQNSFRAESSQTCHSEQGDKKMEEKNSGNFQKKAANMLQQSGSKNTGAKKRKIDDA
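50 nM RECQ1T1 preincubated 15 min with compound in Tris pH 8.0 buffer with MgCl2, DTT, Tween-20 and 2.5 ug/ml poly(dI-dC); started with 200 nM TAMRA/BHQ-2 forked duplex and 2 mM ATP. Unwinding read as fluorescence (525/598 nm), two reads 2 h apart.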
L3MBTL1 block = blocks human L3MBTL1 | AlphaScreen L3MBTL1–H3K9me1 peptide binding | Potency, µM (doses to about 57.1 µM), without a hit: top-dose activity, negative = inhibition, hits mostly inhibitors | 0.66% of 230,000 active; note: nearly all actives have a fitted effect of over 60% in size
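L3MBTL1 (50 nM) pre-complexed 30 min with biotinylated H3(1-15)K9me1 peptide (75 nM), then compounds added for 30 min at room temperature; AlphaScreen streptavidin donor/nickel chelate acceptor beads (10 ug/mL final) read after 30 min dark incubation.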
Tau FP inhib = tau fibrillization inhibition (FP); 0.39% of 280,000 active; K18 P301L tau heparin fibrillization, Alexa594 FP, 6 h; Potency, µM (titrated, usually from 57.7 µM), for the others: at the top dose activity, negative = inhibition, most hits filed as inhibitors; note: nearly all actives have a fitted effect of over 55% in size
Target sequence (P10636 561-689 P618L limits assumed): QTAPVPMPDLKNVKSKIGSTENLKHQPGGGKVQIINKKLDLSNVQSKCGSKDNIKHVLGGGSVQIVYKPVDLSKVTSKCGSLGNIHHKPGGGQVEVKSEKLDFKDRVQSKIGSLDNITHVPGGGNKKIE
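Heparin (20 uM) drove fibril formation of recombinant tau K18 P301L, 15 uM unlabeled with 0.24 uM Alexa 594 label, for 6 hr at 37 C in 100 mM sodium acetate pH 7. Fluorescence polarization (555/632 nm) read 1 hr after 30 uM ThT.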
Tau fibril ThT = blocks human tau fibril formation measured by thioflavin T; recombinant tau K18 P301L (four-repeat tau fragment), heparin-induced fibrillization, ThT fluorescence; AID 1460; P10636; 2.1% of 270,000 active; Potency, µM (titrated, usually from 57.4 µM), for the others: at the highest dose activity, negative = inhibition, most hits filed as inhibitors; note: nearly all actives have a fitted effect of over 55% in size
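In this qHTS, human K18 P301L tau is incubated with compound and heparin for 6 hr at 37 C, and Thioflavin T fluorescence then reports fibril load.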
TRb-SRC2 inh = disrupts binding of human TR beta to SRC2 | P10828 | TRbeta-SRC2 peptide binding, fluorescence polarization; receptor liganded with 1 µM T3 | Potency, µM (doses to about 106 µM), for inactives: at the top dose activity change, negative = inhibition, hits mostly inhibitors | 0.065% of 280,000 active | AID 1469;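 note: plate controls were bound peptide for no effect and peptide without receptor for full effect; nearly all actives have a fitted effect of over 50% in size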
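Human TRb LBD (0.6 uM) plus Texas Red-labeled SRC2 peptide (20 nM), 1uM T3, 5% DMSO, 5 hr at ambient temperature. Decreased polarization (555/632 nm) flags inhibition; data normalized to free and bound peptide controls.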
* = called active by the depositor; i = inactive; ? = inconclusive; . = not tested or not shown; [ ] = remark or other dose. Unless noted, calls come from the whole dose curve; as a rule, active = well fitted curve in the direction sought with a large enough effect; inconclusive = small, poorly fitted or top-dose-only effect, or another doubt; inactive = no such curve, though single readings can be large; an effect the other way counts as inactive or inconclusive. Unless noted, % is set by controls: 0 for no effect and ±100 for the full control effect; potency is the fitted concentration of half-maximal effect. Some of the compounds tested; rates above refer to the full screens.

SMILES | TexasRed fluor | KDM4E inh | RGS12 GoLoco inh | RECQ1 inh | L3MBTL1 block | Tau FP inhib | Tau fibril ThT | TRb-SRC2 inh
COc1ccc(C(=O)N(Cc2ccccc2)Cc2cc3cc4c(cc3[nH]c2=O)OCCO4)cc1 | 0% | ? | -7% | -1% | 49%[activator] | -2% | 5% | -17%
CCOC(=O)c1sc(NC(C)=O)cc1C | 1% | 6% | 8% | 3% | -1% | -6% | -4% | 0%
N#CC(C(=O)OCc1ccccc1)c1nc2ccccc2nc1N1CCOCC1 (stereo not given) | -5% | 0% | 5% | -13% | -9% | 1% | ? | 0%
CCC(=O)N(Cc1cc2cc(OC)ccc2[nH]c1=O)c1ccc(C)cc1C | -6% | ? | -10% | i | 1% | 5% | -7% | -3%
COc1ccc(NC(=O)CN(C)CC(=O)Nc2ccccc2SC)cc1Cl | 1% | 3% | . | -8% | 1% | 1% | 1% | 4%
COCc1cc(=O)[nH]c(Nc2nc(C)c3ccccc3n2)n1 | 0% | 7% | 10% | -1% | . | -3% | ? | -11%
Cc1ccc(N(CC(=O)NCC(C)c2ccccc2)S(=O)(=O)N(C)C)cc1 (stereo not given) | 1% | . | . | . | . | -11% | 1% | 2%
CC1=CC2=NC(=O)/C(=C\c3cccn3CCOc3ccc(C)c(C)c3)C(=N)N2O1 | -1% | 0% | 3% | -11% | -17% | ? | -15% | 11%
Cc1ccccc1Nc1nc(N)nc(CSc2n[nH]c(N)n2)n1 | -3% | -4% | 9% | -10% | 10% | -2% | -6% | -2%
CCn1cc([N+](=O)[O-])c(C(=O)N2N=C(c3ccc4ccccc4c3)CC2c2cc(Br)ccc2O)n1 (stereo not given) | -7% | -6% | -2% | -12% | -8% | ? | -6% | 0%
Cc1nc2ccccc2c(=O)n1NC(=O)C1CCCCC1 | -1% | 16% | 12% | 1% | . | 0% | -1% | -2%
COc1ccc(/C=N/n2cnnc2)cc1Cn1nc(C)c([N+](=O)[O-])c1C | 4% | 4% | -5% | 22% | -25% | -1% | 10% | 5%
CN(C)c1ccc(CNC(=O)CCn2cccn2)cc1 | -5% | . | . | . | . | 4% | -8% | 5%
CC1CCCCN1CCCNC(=O)c1cc(Br)c(Br)[nH]1 (stereo not given) | -1% | 4% | 0% | -23% | -8% | 6% | 1% | -6%
Cc1ccc(-c2nnn(CC(=O)N(Cc3ccco3)C(C(=O)NC3CCCC3)c3cccs3)n2)o1 (stereo not given) | 3% | -9% | -5% | i | ? | -5% | -13% | -2%
COc1cccc(-c2noc(COc3ccccc3Cl)n2)c1 | -10% | . | . | . | . | ? | ? | 5%
C/C(=N\NS(=O)(=O)c1ccccc1)c1ccc2c(c1)OCCO2 | -1% | -10% | 7% | -2% | 6% | -6% | -5% | 5%
O=C(Cc1ccccc1)NC(NC(=O)Cc1ccccc1)c1cccc([N+](=O)[O-])c1 | 2% | 12% | 17% | i | 43%[activator] | 4% | 11% | -4%
Cc1ccc(NC(=O)Cn2cc(S(=O)(=O)N3CCN(c4ccccc4F)CC3)c3ccccc3c2=O)cc1F | 0% | . | . | . | . | 14µM* | -4% | 2%
CC(C)CCNC(=O)C1CCN(C(=O)N(C)C)CC1 | 1% | -1% | 2% | -4% | -9% | -9% | -15% | -7%
CC1=C(C(=O)Nc2ccc(C)cc2Cl)C2(CCCCC2)OC1=O | 0.0056µM*[quencher] | . | . | . | . | -4% | -9% | -13%
Cn1nnnc1SCC(=O)C(C)(C)C | -2% | 1% | -6% | -3% | -16% | 13% | -6% | 9%
O=C(O)C1CC(=O)N(Cc2ccc3c(c2)OCO3)C1 (stereo not given) | -1% | -4% | -2% | -7% | -4% | 4% | -11% | -11%
Cc1ccc(NC2=C(Cl)C(=O)OC2OC(=O)c2ccco2)cc1 (stereo not given) | -4% | 8% | 4% | -10% | . | ? | ? | -16%
C/C(=N\OCc1nc2ccccc2c(=O)n1/N=C/c1cc([N+](=O)[O-])ccc1O)c1ccccc1 | -3% | ? | 47%[activator] | -26% | . | -5% | . | -4%

Complete entries, quoted from the list:
Shown for COc1ccc(NC(=O)CN(C)CC(=O)Nc2ccccc2SC)cc1Cl = TexasRed fluor: 1%; KDM4E inh: 3%; RGS12 GoLoco inh: .; RECQ1 inh: -8%; L3MBTL1 block: 1%; Tau FP inhib: 1%; Tau fibril ThT: 1%; TRb-SRC2 inh: 4%
Shown for COc1cccc(-c2noc(COc3ccccc3Cl)n2)c1 = TexasRed fluor: -10%; KDM4E inh: .; RGS12 GoLoco inh: .; RECQ1 inh: .; L3MBTL1 block: .; Tau FP inhib: ?; Tau fibril ThT: ?; TRb-SRC2 inh: 5%

(listing goes on)
SMILES | TexasRed fluor | KDM4E inh | RGS12 GoLoco inh | RECQ1 inh | L3MBTL1 block | Tau FP inhib | Tau fibril ThT | TRb-SRC2 inh
CCCCCCNc1cc2n(c(=O)n1)CCc1cc(OC)c(OC)cc1-2 | 3% | ? | 18% | i | 0% | 7% | -17% | -3%
COc1ccc(NC(=O)Nc2ccc3nc(C)c(C)nc3c2)cc1 | -4% | -7% | 13% | -2% | . | 8% | ? | 3%
O=C(N/N=C/c1ccc([N+](=O)[O-])o1)c1cn(-c2ccccc2)nc1-c1ccccc1 | 8% | -5% | -3% | -8% | 6% | 8% | -18% | 6%
COCc1cc(C)nc(OCC(=O)N/N=C\c2cc(C)n(-c3cccc(C(F)(F)F)c3)c2C)c1C#N | -5% | ? | 8% | -6% | . | 4% | ? | -5%
CCCCNC(=O)c1cc2cc(OC)ccc2[nH]1 | 1% | ? | -3% | i | 3% | -1% | ? | -9%
O=C(Nc1ccc(F)c(Cl)c1)N1CCC2(CC1)Oc1ccccc1C(=O)N2Cc1ccccc1F | 1% | . | . | . | . | ? | 7% | -6%
Cc1ccc(-c2nnc(SCc3cccc(C#N)c3)o2)cc1 | -8% | . | . | . | . | -5% | -16% | 4%
O=C(NC1CCCc2ccccc21)C(Cc1ccccc1)NS(=O)(=O)c1cccs1 (stereo not given) | -1% | 4% | 5% | -2% | 10% | 10% | -13% | -3%
Cc1nc2nc[nH]n2c(=O)c1CCOC(=O)c1ccccc1F | -1% | 3% | 9% | -5% | 12% | -3% | -8% | 1%
CC(/C=C1\N=C(SCc2ccccc2Cl)SC1=O)=C\c1ccccc1 | 1% | -5% | 18% | -3% | -3% | 4% | ? | -3%
CN(C(=S)NC(=O)c1ccc(Br)o1)c1ccccc1 | 0% | 7% | 14% | -1% | 8% | 3% | 5% | -8%
COc1ccc2oc(=O)c(C(=O)NCc3ccc4c(c3)OCO4)cc2c1 | 0% | -9% | -2% | 9% | -17% | ? | 14% | 7%
CCCS(=O)(=O)N1CCCC(c2nc(-c3cccc(OC)c3)no2)C1 (stereo not given) | -4% | 5% | 7% | -11% | 2% | -11% | -3% | 3%
C/C(=N\NC(=O)Cc1cccn1C)c1ccc2ccccc2c1 | -1% | ? | 5% | -20% | . | -6% | ? | 5%
COC(=O)C1C(=O)C2=C(CC1C)NC(=O)CC2c1ccccc1 (stereo not given) | 0% | ? | 11% | i | -10% | -3% | 5% | -10%
CCOc1nc(-c2ccccc2)ccc1-c1noc(COC)n1 | -4% | ? | -2% | i | 47%[activator] | 0% | ? | -5%
Cc1nn(C)c(C)c1S(=O)(=O)N1CCC(C(=O)NC2CCCc3ccccc32)CC1 (stereo not given) | -2% | 0% | 2% | -1% | . | 1% | -4% | -13%
Cc1ccc(CCN2CC(C(=O)NCCCN3CCCCCC3)CC2=O)cc1 (stereo not given) | -4% | -1% | 5% | i | 14% | 0% | 1% | 4%
COc1cc(C(O)P(=O)(OCCC(C)C)c2ccc(N(C)C)cc2)cc(OC)c1OC (stereo not given) | -1% | -21% | 10% | -1% | -5% | 5% | -1% | 4%
O=S(=O)(Nc1cccc2ccccc12)c1cccc2nonc12 | -11% | -25% | 10% | -9% | 34%[activator] | 12% | ? | -4%
O=C(Nc1ccccn1)c1ccc(COc2ccccc2Cl)o1 | 2% | 7% | 8% | 9% | 0% | ? | -18% | 0%
CCCCC(NS(=O)(=O)c1ccc(C)cc1)C(=O)Oc1ccc2c3c(c(=O)oc2c1)CCC3 (stereo not given) | 2% | ? | 5% | -6% | 6% | 9% | -15% | 5%
CCOCCCNC(=O)C(c1ccc(Cl)cc1)N(Cc1cccs1)C(=O)c1ccccn1 (stereo not given) | -1% | -2% | 4% | 5% | -17% | -9% | -4% | -6%

Single values from the list.
CN(C(=S)NC(=O)c1ccc(Br)o1)c1ccccc1 in RECQ1 inh: -1%
O=C(Nc1ccccn1)c1ccc(COc2ccccc2Cl)o1 in TRb-SRC2 inh: 0%
CCCCCCNc1cc2n(c(=O)n1)CCc1cc(OC)c(OC)cc1-2 in Tau fibril ThT: -17%
O=S(=O)(Nc1cccc2ccccc12)c1cccc2nonc12 in TRb-SRC2 inh: -4%

Reformatted: results already given
SMILES	TexasRed fluor	KDM4E inh	RGS12 GoLoco inh	RECQ1 inh	L3MBTL1 block	Tau FP inhib	Tau fibril ThT	TRb-SRC2 inh
O=C(Nc1ccc(F)c(Cl)c1)N1CCC2(CC1)Oc1ccccc1C(=O)N2Cc1ccccc1F	1%	.	.	.	.	?	7%	-6%
C/C(=N\NC(=O)Cc1cccn1C)c1ccc2ccccc2c1	-1%	?	5%	-20%	.	-6%	?	5%

Bioassay records (PubChem BioAssay)
